High-throughput results from PubChem.
DSG3 Ab inh: inhibitors of pemphigus antibody binding to human desmoglein-3; binding (percent of control), % at 10 µM; 310,000 compounds, 0.48% hits; P32926; DSG3-coupled beads, scFv-anti-DSG3-GFP binding, flow cytometry; hits give low values;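 active means binding more than 3 SD below its plate's average and above zero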;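 further: hits lower antibody fragment binding to DSG3; some compounds called inactive have numbers as strong as hits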
PKA-R1A act: activators of PKA-R1A complex; activation, % at 11.4 µM; PKA-R1A dissociation, Cy5-IP20 fluorescence polarization; scaled: DMSO 0%, 113 µM cGMP 100%; 340,000 compounds, 0.083% hits; P00514+P68181;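 active means percent activation above the mean of all tested compounds plus 3 SD, cut at about 19% in these data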;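 further: higher means more PKAc released from R1A so a rise in polarization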
OPRM1-OPRD1 ag: OPRM1-OPRD1 heterodimerization agonism; P35372+P41143; cells, luminescence; activation, % at 9.3 µM; 340,000 compounds, 0.3% hits; in the data active means activation above about 18%;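 further: 0% = vehicle-treated cells and 100% = reference agonist; values of inactives mirror those of a sister screen read the other way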
HTR5A inv ag: counter-screen for OPRM1-OPRD1 inverse agonists: human HTR5A inverse agonism; 340,000 compounds, 0.083% hits; HTR5A cell line, luminescence; P47898; AID 504634; inhibition, % at 9.3 µM; in the data active means inhibition mostly above about 23%, no sharp cut-off; inactive means mostly below about 18%;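 further: 0% = cells with DMSO and 100% = no-cell wells with DMSO; some compounds called inactive have numbers as strong as hits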
OPRM1-OPRD1 inv: mu-delta opioid heterodimer inverse agonism; cell-based MOR-DOR heterodimer luminescence; inhibition, % at 9.3 µM; AID 504357; 340,000 compounds, 0.21% hits; in the data active means inhibition above about 22%, passing the limit was not always enough;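 further: 0% = cells with DMSO and 100% = wells without cells with DMSO; values of inactives mirror those of a sister screen read the other way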
HTR5A ag: HTR5A agonism, opioid heterodimer counter-screen | P47898 | HTR5A agonist assay, luminescence, cell-based | activation, % at 9.3 µM | 340,000 compounds, 0.61% hits | AID 504692; in the data active means activation mostly above about 9.5%, no sharp cut-off; inactive means mostly below about 7.6%;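 further: 0% = cells with vehicle only and 100% = reference agonist; strong numbers were not always called active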
V-ATPase pH: yeast V-ATPase proton transport regulation by pHLuorin; 350,000 compounds, 0.37% hits; response, % at 10 µM; S. cerevisiae, pHLuorin cytosolic pH fluorescence; in the data active means response mostly above about 7.3%, no sharp cut-off; inactive means mostly below about 5.4%; further: actives read high; inactives centre near 0; some compounds called inactive have numbers as strong as hits; reference of the scale not given here
Arr AP2 block: human beta-arrestin and AP2 interaction inhibition | FITC-arrestin peptide / GST-AP2 beads, flow cytometry; AP2 beta2 appendage carries R879A mutation | inhibition, % at 10 µM | 340,000 compounds, 0.31% hits;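 active means inhibition above a set limit, near 3 SD of compounds lacking own fluorescence, cut at about 54% in these data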;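 further: plate controls were DMSO wells for no effect and 5 µM unlabelled arrestin peptide for full effect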
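Test system: GST-tagged AP2 beta2-adaptin appendage (R879A) on 4 µm glutathione beads; also added: fluorescein-tagged arrestin peptide at 50 nM final; timing: 12 min plus 1 h, RT; signal: flow cytometry, FL1 (488/535 nm); read-out: percent drop in bead-associated FITC signal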
DAGLB inh: blocks human DAGLB lipase activity; 340,000 compounds, 0.059% hits; HEK293T DAGLB membrane lysate, EnzChek fluorogenic substrate; inhibition, % at 5.17 µM; in the data active means inhibition above about 34%;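 further: 0% = enzyme with vehicle and 100% = wells lacking enzyme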
Target sequence (Q8NCG7 whole entry, looked up): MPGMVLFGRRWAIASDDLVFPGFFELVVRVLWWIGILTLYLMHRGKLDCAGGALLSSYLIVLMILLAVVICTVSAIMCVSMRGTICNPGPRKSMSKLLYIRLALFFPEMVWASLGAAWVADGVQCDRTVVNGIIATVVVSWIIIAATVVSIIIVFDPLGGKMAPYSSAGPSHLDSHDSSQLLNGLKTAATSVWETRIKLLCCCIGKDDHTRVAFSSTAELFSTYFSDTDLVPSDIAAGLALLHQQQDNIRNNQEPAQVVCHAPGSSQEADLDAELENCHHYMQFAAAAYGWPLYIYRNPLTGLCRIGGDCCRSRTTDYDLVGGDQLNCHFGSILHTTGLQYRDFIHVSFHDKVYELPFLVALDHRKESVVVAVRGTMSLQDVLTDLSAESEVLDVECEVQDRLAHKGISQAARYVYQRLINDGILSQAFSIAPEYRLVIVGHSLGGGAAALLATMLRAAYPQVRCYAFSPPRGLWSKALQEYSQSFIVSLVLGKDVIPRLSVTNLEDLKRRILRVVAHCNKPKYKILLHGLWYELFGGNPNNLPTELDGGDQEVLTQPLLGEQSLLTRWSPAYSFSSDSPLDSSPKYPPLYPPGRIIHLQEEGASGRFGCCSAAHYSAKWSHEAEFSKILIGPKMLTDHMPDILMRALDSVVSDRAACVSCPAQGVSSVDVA
PKA-R2B act: activates the human PKA-R2B holoenzyme complex; P22694+P31323; 340,000 compounds, 0.079% hits; PKA-R2B holoenzyme dissociation, Cy5-IP20 fluorescence polarization; R2B truncated from residue 108, S112A mutant; 0% DMSO only, 100% 113 µM cGMP; activation, % at 11.4 µM;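 active means activation above a cutoff set at the mean over all compounds plus 3 SD, cut at about 18% in these data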;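 further: higher means more holoenzyme dissociation and a rise in polarization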
Target sequence (P31323 whole entry, looked up, other chains not shown, the tested form may be a part): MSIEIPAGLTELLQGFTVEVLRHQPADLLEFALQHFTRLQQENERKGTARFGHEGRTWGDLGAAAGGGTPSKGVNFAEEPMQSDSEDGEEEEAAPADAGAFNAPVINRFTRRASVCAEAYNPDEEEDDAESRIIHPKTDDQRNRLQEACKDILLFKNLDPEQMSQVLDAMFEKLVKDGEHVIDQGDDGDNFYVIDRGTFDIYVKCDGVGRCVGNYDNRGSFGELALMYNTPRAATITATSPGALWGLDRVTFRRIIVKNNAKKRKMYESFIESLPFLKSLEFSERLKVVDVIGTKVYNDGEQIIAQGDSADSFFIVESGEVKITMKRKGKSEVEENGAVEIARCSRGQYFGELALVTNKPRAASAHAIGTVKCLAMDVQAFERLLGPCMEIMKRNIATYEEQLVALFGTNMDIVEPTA
An asterisk follows results filed as active; . = not tested or not shown. Random draw from the library (roughly 2.4% active in at least one column).

SMILES	DSG3 Ab inh	PKA-R1A act	OPRM1-OPRD1 ag	HTR5A inv ag	OPRM1-OPRD1 inv	HTR5A ag	V-ATPase pH	Arr AP2 block	DAGLB inh	PKA-R2B act
COc1cc([N+](=O)[O-])ccc1-c1ccc(/C=N\n2cnnc2)o1	127	3	2.7	0	-13	0	-3	14	-1	-6
O=C(N/N=C/c1ccc(Cl)c(Cl)c1)c1ccc2nc[nH]c2c1	100	-6	0.5	-16	-3	4	0	12	1	2
CCOC(=O)Nc1sc2c(c1C#N)CCCC2	109	4	-0.2	32	1	-11	4	-1	-3	3
CCCCn1c(N)c(N(Cc2ccccc2OC)C(=O)COc2ccc(F)cc2Cl)c(=O)[nH]c1=O	107	5	-0.6	-2	3	4	-6	-6	6	1
C=CCn1c(SCC(=O)Nc2ccc(N3CCOCC3)cc2)nnc1-c1ccco1	112	6	-0.8	-28	4	10	2	2	1	0
CC(C)C(NC(=O)c1ccccc1)C(=O)N/N=C\c1ccco1 (stereo not drawn)	.	1	-3.2	-24	16	0	2	0	1	0
ON=C1c2ccccc2-c2ccc(O)cc21	99	1	6.8	-4	-30	1	1	-3	2	-5
COc1cc(OC)cc(C(=O)N2CCC(N3CCCCCC3)CC2)c1	107	0	2.4	7	-12	2	2	9	-1	2
CN(C)c1nc(N(C)C)nc(N2CC(=O)N(c3ccccc3)C2=N)n1	98	6	-0.6	-13	3	-4	0	1	-8	3
O=C(Nc1ccc(CN2CCCCC2)cc1)Nc1ccc(Br)cc1Cl	113	-16	-0.2	-22	1	4	-2	25	-1	3
COc1cc(/C=C2/C(=O)ON=C2C)ccc1OCc1ccccc1F	114	-9	2.1	4	-12	2	3	20	3	-13
CCOC(=O)c1cc(C)n(-c2ccc(OC)c(OC)c2)c1C	66	1	0.0	-37	0	-1	1	-5	3	-2
C[C@@H](C(=O)OCn1nnc2ccccc2c1=O)N1C(=O)C2CCCCC2C1=O (stereo partly drawn)	107	-4	-2.0	-18	11	7	1	7	-2	-1
COc1ccc(CNc2oc(-c3cccc4ccccc34)nc2P(=O)(OC)OC)cc1	99	1	-0.8	-7	4	6	-1	-1	4	-5
c1ccc(Oc2cccc(OCCCCSc3ncccn3)c2)cc1	98	4	2.4	16	-13	0	1	20	-7	-3
Cn1nnnc1Sc1ccc([N+](=O)[O-])cc1Cl	111	-8	0.6	5	-3	-2	-3	8	1	6
O=C(Nc1ccc(O)c2c(=O)cc(-c3ccccc3Cl)oc12)c1cccs1	104	-11	-2.2	-23	14	6	0	-1	-2	14
Cn1c(CN2CCN(c3cccc(Cl)c3)CC2)nc2ccccc21	100	-9	29*	11	-141	3	-3	2	-1	3
O=C(Nc1ccsc1C(=O)N1CCCC1)c1ccccc1	107	-1	-0.3	21	1	-2	-4	-18	-1	5
CCOC(=O)CNC(=O)CSc1nnc(SCC(=O)NCC(=O)OCC)s1	106	-1	-1.2	-11	7	1	1	15	1	-4
Cc1ccccc1CCN(C(=O)c1csnn1)C(C(=O)NC1CCCC1)c1ccco1 (stereo not drawn)	.	-5	0.9	-31	-6	1	-1	-5	-2	3
COc1ccccc1-c1ccc(SCC(=O)N2CCOCC2)nn1	.	-3	-1.8	0	8	0	-1	-23	-2	6
CCOC(=O)C1=C(C)NC(C)=C(C(=O)OCC)C1C(=O)OCC(=O)NCCc1ccccc1	102	8	-0.9	4	5	-1	-4	1	-1	16
CC(C)(C)c1ccc(C(=O)NCCn2c(N)c(C#N)c3nc4ccccc4nc32)cc1	101	-1	-0.5	11	4	4	3	95*	4	5
O=S(=O)(c1cccc(F)c1)N1CCN(Cc2ccc3c(c2)OCO3)CC1	100	-14	-1.4	8	7	-2	3	7	-6	-4
CCn1ncc(C(=O)Nc2cccc(Cl)c2)c1C	105	-2	0.1	-5	-1	1	-2	-13	0	-5
O=CN(Cc1nc2ccccc2[nH]1)c1ccc(C(=O)O)cc1	120	-7	-2.1	-3	11	1	-5	9	3	-5
CC(C)C(NC(=O)c1ccccc1)C(=O)OCC(=O)N1CCCCC1 (stereo not drawn)	.	2	-3.2	2	12	-1	0	-3	1	0
O=C(Nc1cccnc1)C12CC3CC(CC(C3)C1)C2	105	11	-1.6	-9	8	3	-1	4	0	7
O=C(CSc1ccccn1)c1ccc(F)cc1	83	-4	0.2	-8	-2	3	-2	9	-2	-10
COc1ccccc1/C=C/CN1CCC(n2nccc2NC(=O)CCc2ccccc2)CC1	131	-9	5.7	0	-28	0	2	-2	-1	1
COc1ccc(S(=O)(=O)NCc2ccccn2)c(C)c1C	122	-2	-0.4	25	2	2	-6	0	2	5
O=C(Nc1ccccc1)N1CCCC1	134	10	2.4	-17	-13	2	1	6	1	-2
CO/N=C/C(=N\Nc1ccccc1)C(=O)c1ccccc1	108	4	4.4	5	-25	-2	1	10	-11	-3
CC(=O)N1CCc2cc(S(=O)(=O)CCC(=O)Nc3c(C)n(C)n(-c4ccccc4)c3=O)ccc21	81	1	-2.1	-20	12	-1	2	0	0	1
Cc1ccc(NC2CCCN(C(=O)c3nonc3C)C2)cc1C (stereo not drawn)	101	9	.	.	.	.	3	.	-3	-8
COc1ccccc1C1NC(=O)CCC1[N+](=O)[O-] (stereo not drawn)	100	-3	-1.9	-2	9	0	-1	34	2	6
O=c1[nH]c2ccccc2c(=O)n1Cc1ccccc1	79	-3	-1.7	19	9	-3	1	5	1	-12
CCCc1nn2c(=O)cc(COc3ccc(NC(=O)c4ccco4)cc3)nc2s1	82	5	-3.0	11	15	-3	-2	-19	2	-3
O=C(NNC(=O)C1CCN(c2ncccn2)CC1)c1ccc(Cl)cc1	102	-7	-0.9	-22	5	-5	0	54	-2	0
Cc1cccc(NC(=O)CSCC(=O)Nc2ccc(N3CCOCC3)cc2N2CCOCC2)c1	97	6	1.3	6	-5	1	4	-3	0	-10
COc1ccc(N2CC(C(=O)N3CCC4(CC3)CC(=O)c3ccccc3O4)CC2=O)cc1 (stereo not drawn)	101	-1	0.0	-11	0	-5	-2	-6	1	-1
CC(=O)Nc1ccc(/C=C2\CCc3ccccc3C2=O)cc1	103	-2	-2.3	-3	10	1	1	4	-7	4
O=C(/C=C/c1ccccc1)NCCC1=CCCCC1	98	1	-0.8	2	5	0	-2	23	-2	-5
Cc1ccc(C)c(Cn2nnc3c(=O)[nH]c(C4CCCN(C(=O)CC(C)C)C4)nc32)c1 (stereo not drawn)	101	-9	-2.9	-13	16	5	-1	1	2	4
CCCCC(=O)Nc1ccc(NC(=O)c2ccccc2[N+](=O)[O-])cc1OC	99	-4	-1.5	-2	9	0	2	9	0	-3
O=C(Cc1ccccc1)c1ccccn1	114	-5	-1.1	-6	6	1	1	8	-2	-5
O=C(NNC(=O)c1ccncc1)Nc1ccccc1	104	-1	-0.6	-1	4	0	-3	1	1	-14
COC(=O)c1sc(NC(=O)c2ccco2)c(C#N)c1C	94	3	-0.9	-18	5	7	2	7	1	-7
COc1ccccc1-c1nn(-c2ccccc2)cc1C(=O)NC1CC1	98	-6	-1.6	-6	6	2	0	-9	-2	9
Cc1nc(SCC(=O)Nc2nc3ccccc3s2)c(C#N)c(C)c1C	86	-1	-3.6	15	18	-1	0	-9	-5	-8
NS(=O)(=O)c1ccc(NCc2cnc3ccccc3c2)cc1	96	4	.	.	.	.	-2	.	-1	-4
COc1ccc(OCc2cc(C(=O)NC(C)c3cnn(C)c3)no2)c(Cl)c1 (stereo not drawn)	107	-12	-3.1	12	16	-1	-2	-8	2	-14
Cc1ccc(S(=O)(=O)NCCN2CCOCC2)s1	98	3	-3.1	6	17	5	0	-7	0	-4
O=C1CCCCN1CC(=O)N1CCCC(N2CCN(c3ccccc3F)CC2)C1 (stereo not drawn)	.	0	-1.2	19	7	-2	3	8	1	5
N#CC1=CC2CN(Cc3ccccc3)C1C1C(=O)N(c3ccccc3)C(=O)C21 (stereo not drawn)	95	5	0.4	12	-2	-3	4	-1	-3	-7
CCNC(=O)COc1ccc(/C=C2\COc3ccccc3C2=O)cc1OC	121	11	3.6	-21	-29	7	3	0	2	-1
Cc1cc(C)cc(OCC(=O)OCC(=O)Nc2cc(S(=O)(=O)N3CCOCC3)ccc2C)c1	105	-5	-0.1	13	1	9	-3	8	-1	-11

15 compounds already listed, ordered by molar mass, smallest number first:
SMILES	DSG3 Ab inh	PKA-R1A act	OPRM1-OPRD1 ag	HTR5A inv ag	OPRM1-OPRD1 inv	HTR5A ag	V-ATPase pH	Arr AP2 block	DAGLB inh	PKA-R2B act
O=C(Cc1ccccc1)c1ccccn1	114	-5	-1.1	-6	6	1	1	8	-2	-5
O=C(/C=C/c1ccccc1)NCCC1=CCCCC1	98	1	-0.8	2	5	0	-2	23	-2	-5
O=C(NNC(=O)c1ccncc1)Nc1ccccc1	104	-1	-0.6	-1	4	0	-3	1	1	-14
COC(=O)c1sc(NC(=O)c2ccco2)c(C#N)c1C	94	3	-0.9	-18	5	7	2	7	1	-7
CC(=O)Nc1ccc(/C=C2\CCc3ccccc3C2=O)cc1	103	-2	-2.3	-3	10	1	1	4	-7	4
NS(=O)(=O)c1ccc(NCc2cnc3ccccc3c2)cc1	96	4	.	.	.	.	-2	.	-1	-4
COc1ccccc1-c1nn(-c2ccccc2)cc1C(=O)NC1CC1	98	-6	-1.6	-6	6	2	0	-9	-2	9
Cc1nc(SCC(=O)Nc2nc3ccccc3s2)c(C#N)c(C)c1C	86	-1	-3.6	15	18	-1	0	-9	-5	-8
N#CC1=CC2CN(Cc3ccccc3)C1C1C(=O)N(c3ccccc3)C(=O)C21 (stereo not drawn)	95	5	0.4	12	-2	-3	4	-1	-3	-7
CCCCC(=O)Nc1ccc(NC(=O)c2ccccc2[N+](=O)[O-])cc1OC	99	-4	-1.5	-2	9	0	2	9	0	-3
COc1ccc(OCc2cc(C(=O)NC(C)c3cnn(C)c3)no2)c(Cl)c1 (stereo not drawn)	107	-12	-3.1	12	16	-1	-2	-8	2	-14
Cc1ccc(C)c(Cn2nnc3c(=O)[nH]c(C4CCCN(C(=O)CC(C)C)C4)nc32)c1 (stereo not drawn)	101	-9	-2.9	-13	16	5	-1	1	2	4
COc1ccc(N2CC(C(=O)N3CCC4(CC3)CC(=O)c3ccccc3O4)CC2=O)cc1 (stereo not drawn)	101	-1	0.0	-11	0	-5	-2	-6	1	-1
Cc1cc(C)cc(OCC(=O)OCC(=O)Nc2cc(S(=O)(=O)N3CCOCC3)ccc2C)c1	105	-5	-0.1	13	1	9	-3	8	-1	-11
Cc1cccc(NC(=O)CSCC(=O)Nc2ccc(N3CCOCC3)cc2N2CCOCC2)c1	97	6	1.3	6	-5	1	4	-3	0	-10
